GLP1R ag = qHTS of GLP-1 Receptor Agonists. Glucagon-like peptide 1 receptor (Homo sapiens), P43220. Potency, µM (top dose mostly 45.6 µM), inactives show at the top dose activation, most hits filed as activators. HEK293 GLP-1R CRE-luciferase, luminescence, 4-6 h; cells express a hypersensitive GLP-1R form. AID 624172, 2012. actives 0.007% (n = 380,000); note: % of control where 0% means no effect
Target sequence (P43220 whole entry, looked up): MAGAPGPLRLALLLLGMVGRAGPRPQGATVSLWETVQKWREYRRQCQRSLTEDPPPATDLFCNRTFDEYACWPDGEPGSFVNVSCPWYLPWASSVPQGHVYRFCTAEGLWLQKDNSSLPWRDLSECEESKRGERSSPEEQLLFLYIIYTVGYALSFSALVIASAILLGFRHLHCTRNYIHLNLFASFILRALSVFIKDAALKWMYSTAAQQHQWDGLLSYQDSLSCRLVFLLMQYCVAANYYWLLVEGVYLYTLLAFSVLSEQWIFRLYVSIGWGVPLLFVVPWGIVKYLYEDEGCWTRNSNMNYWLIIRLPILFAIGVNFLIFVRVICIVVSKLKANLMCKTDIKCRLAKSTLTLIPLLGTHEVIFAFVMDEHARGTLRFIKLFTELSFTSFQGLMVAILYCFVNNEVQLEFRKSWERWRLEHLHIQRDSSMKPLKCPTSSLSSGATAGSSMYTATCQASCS
TDP43 rescue = qHTS of TDP-43 Inhibitors | TDP-43 expressing yeast growth rescue, BacTiter-Glo, 24 h | AID 652104, 2013 | actives 1.8% (n = 410,000) | Potency, µM (top dose mostly 46.1 µM), inactives show at the highest dose growth rescue (activation), actives largely listed as activators; note: % of control where 0% means no effect; nearly all actives have a fitted effect of over 50% in size
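Cell-based yeast growth screen: TDP-43 expression induced in galactose, inoculum OD600=0.02 after raffinose pregrowth to mid-log. Read-out BacTiter-Glo luminescence at 24 hr, 30 deg C; inhibition of toxicity seen as signal increase.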
GLP-1R inv ag = qHTS of GLP-1 Receptor Inverse Agonists (Inhibition Mode); HEK293 GLP-1R CRE-luciferase, luminescence, 24 h; GLP-1R form is constitutively active; Potency, µM (titrated, usually from 38.3 µM), without a hit: at the top dose activity change, negative = inhibition, most hits filed as inhibitors; actives 1.6% (n = 410,000); note: % is set by controls: 0 for no effect and ±100 for the full control effect; nearly all actives have a fitted effect of over 55% in size
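GLP-1R inverse agonism mode: basal reporter luminescence in engineered HEK293 cells measured after one day of compound exposure at 37 deg C, with a 12 min room-temperature detection step.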
HT1080 IDH1KD tx = qHTS for induction of synthetic lethality in tumor cells producing 2HG: qHTS for the HT-1080-IDH1KD cell line; actives 2% (n = 360,000); Potency, µM (highest dose often 46.1 µM), for the others: at the highest dose activity, negative = toxicity, most hits filed as cytotoxic; HT-1080 IDH1 knockdown viability, ATP luminescence, 48 h;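 note: 0% = DMSO wells and -100% = cell-free medium wells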
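Viability of IDH1-knockdown HT-1080 fibrosarcoma cells was assessed by CellTiter-Glo after 48 h at 37 °C with titrated compound; concentration-effect curves were classified by fit quality and response size.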
HT1080-NT tox = qHTS for induction of synthetic lethality in tumor cells producing 2HG: qHTS for the HT-1080-NT fibrosarcoma cell line | HT-1080-NT fibrosarcoma viability, CellTiter-Glo ATP luminescence, 48 h | Potency, µM (doses to about 46.1 µM), without a hit: top-dose activity, negative = less viability, usual class: cytotoxic | actives 1.6% (n = 360,000) | AID 686970, 2013;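 note: NT is the 2HG producing partner of a matched IDH1 knockdown line; 0% = DMSO-treated cells and -100% = media-only wells without cells; nearly all actives have a fitted effect of over 55% in size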
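A 48-hour cytotoxicity screen used HT-1080-NT cells plated 2 hours before compound delivery. ATP-based CellTiter-Glo luminescence measured viability, normalized to DMSO and no-cell controls.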
KB-3-1 cytotox = qHTS assay for MDR1-selective chemotherapeutics: Primary screen using the parental adenocarcinoma cell KB-3-1; AID 1347075, 2019; KB-3-1 viability, CellTiter-Glo ATP luminescence, 72 h; Potency, µM (titrated, usually from 46.1 µM), for the others: at the top dose activity change, negative = cytotoxic, actives largely listed as cytotoxic; actives 1.4% (n = 400,000); note: % is set by controls: 0 for no effect and ±100 for the full control effect; nearly all actives have a fitted effect of over 60% in size
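Parental KB-3-1 viability, qHTS format: 72 h compound exposure, 37 °C; CellTiter-Glo; media-only wells and DMSO plates as controls; concentration-effect fits on corrected data.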
HEK293 tox = qHTS of GLP-1 Receptor Inverse Agonists: Cytotox Screen; actives 0.13% (n = 410,000); AID 624418, 2012; HEK293 cAMP-luciferase reporter cells, luminescence, 24 h; Potency, µM (highest dose often 38.3 µM), without a hit: at the top dose activity change, negative = inhibition, hits mostly inhibitors;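 note: loss of luciferase light is scored as toxicity; % is set by controls: 0 for no effect and ±100 for the full control effect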
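Here, cytotoxicity is scored as loss of luminescence. The MLSMR collection was tested on cells seeded in medium containing 10% Nu serum, with a 24 hr compound exposure preceded by 12 hours of culture.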
KB-V1 cytotox = qHTS assay for MDR1-selective chemotherapeutics: Primary screen using the drug-selected MDR subline cells KB-V1; KB-V1 MDR cells viability, CellTiter-Glo, 72 h; Potency, µM (titrated, usually from 46.1 µM), inactives show at the highest dose activity change, negative = cytotoxicity, usual class: cytotoxic; actives 3.4% (n = 400,000); AID 1347076, 2019; note: % is set by controls: 0 for no effect and ±100 for the full control effect; nearly all actives have a fitted effect of over 60% in size
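qHTS viability screen in drug-selected KB-V1 MDR cells: 72 h compound treatment at 37 degrees C, ATP luminescence end point.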
SW480 rereplic = A quantitative high throughput screen for small molecules that induce DNA re-replication in SW480 colon adenocarcinoma cells; SW480 DNA re-replication, Hoechst DNA content imaging, 48 h; Potency, µM (doses to about 46.1 µM), for the others: at the top dose re-replication activation, hits mostly activators; actives 1.8% (n = 340,000); note: % of control where 0% means no effect; nearly all actives have a fitted effect of over 55% in size
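Readout is total intensity of Hoechst-stained nuclei, excited at 405 nm and collected at 500-530 nm. Compound treatment lasted 48 hr at 37 C in 5% CO2 before staining.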
Numbers without * were called inactive; ? = inconclusive; / = no result given; [ ] = another dose, or the depositor's remark. Calls come from the whole dose curve; as a rule, active = well fitted curve in the direction sought with a large enough effect; inconclusive = small, poorly fitted or top-dose-only effect, or another doubt; inactive = no such curve, though single readings can be large; an effect the other way counts as inactive or inconclusive. Potency is the fitted concentration of half-maximal effect. Rows are unselected (roughly 9.4% active in at least one column).

SMILES	GLP1R ag	TDP43 rescue	GLP-1R inv ag	HT1080 IDH1KD tx	HT1080-NT tox	KB-3-1 cytotox	HEK293 tox	KB-V1 cytotox	SW480 rereplic
COc1cc(C(=O)NCC(=O)NCCSc2ccc(Br)cc2)cc(OC)c1OC	1%	27%	-15%	10%	5%	-9%	-13%	?	1%
C=CCn1c(SCC(=O)N2CCN(C(=O)c3ccco3)CC2)nc2sc(CC)cc2c1=O	2%	-12%	9%	-8%	-16%	-4%	0%	-27%	-8%
CSc1ccc(S(=O)(=O)NCC(=O)OCC(=O)N(C)CC(=O)Nc2ccc(F)cc2)cc1[N+](=O)[O-]	0%	15%	1%	1%	4%	7%	4%	4%	3%
Oc1ccccc1-c1nc(NCc2ccco2)c2ccccc2n1	-9%	?	-19%	-26%	-25%	3%	-3%	12%	11%
O=c1[nH]c(S)c(/C=C2\C=Nc3ccccc32)s1	-4%	0%	9%	1%	10%	4%	-19%	20%	-1%
Cc1cccc(C)c1NC(=O)c1cccc(COc2cc(Cl)ccc2Cl)c1	-22%	4%	-11%	-14%	-22%	0%	84%	-17%	/
Cc1ccc(CNC(=O)c2ccccc2NC(=O)CSc2nnnn2C)cc1	0%	-25%	1%	-1%	1%	-12%	-18%	-27%	-1%
O=C(Nc1cccc2ccccc12)c1[nH]c(-c2ccccc2)c2c1C(=O)N(C1CC1)C2=O	0%	14%	14%	17%	?	0%	-9%	0%	/
S=C(NCC1CCCO1)N1CCN(c2cccc(Cl)c2)CC1 (configuration not stated)	11%	?	?	0%	-4%	-1%	6%	-2%	-4%
N#Cc1ccc(CSc2nnc(NC(=O)C3CCCO3)s2)cc1 (configuration not stated)	12%	12%	1%	-3%	-6%	0%	-2%	-27%	-9%
CN(CC(O)COc1ccc(S(=O)(=O)N2CCOCC2)cc1)C1CCCCC1 (configuration not stated)	-8%	-9%	0%	3%	8%	-5%	21%	1%	-3%
CCCC(=O)Nc1cccc(NC(=O)c2cccc([N+](=O)[O-])c2C)c1	0%	-11%	?	11%	4%	27%	-8%	?	-5%
CCN(CC)C(=O)c1[nH]cnc1C(=O)NC1CCN(C(=O)OC(C)(C)C)CC1	-6%	-9%	1%	-1%	2%	3%	11%	-1%	-14%
CCOc1ccc(N(C)S(=O)(=O)c2ccc3[nH]cc(C(=O)NCC4CCCO4)c(=O)c3c2)cc1 (configuration not stated)	1%	22%	-5%	3%	7%	2%	1%	0%	-2%
COc1cc2oc(=O)cc(CN3CCN(c4ccc(Cl)c(Cl)c4)CC3)c2cc1Cl	-3%	?	8%	10%	2%	0%	-4%	14%	/

Next section; it opens with the 4 that closed the last part.
SMILES	GLP1R ag	TDP43 rescue	GLP-1R inv ag	HT1080 IDH1KD tx	HT1080-NT tox	KB-3-1 cytotox	HEK293 tox	KB-V1 cytotox	SW480 rereplic
CCCC(=O)Nc1cccc(NC(=O)c2cccc([N+](=O)[O-])c2C)c1	0%	-11%	?	11%	4%	27%	-8%	?	-5%
CCN(CC)C(=O)c1[nH]cnc1C(=O)NC1CCN(C(=O)OC(C)(C)C)CC1	-6%	-9%	1%	-1%	2%	3%	11%	-1%	-14%
CCOc1ccc(N(C)S(=O)(=O)c2ccc3[nH]cc(C(=O)NCC4CCCO4)c(=O)c3c2)cc1 (configuration not stated)	1%	22%	-5%	3%	7%	2%	1%	0%	-2%
COc1cc2oc(=O)cc(CN3CCN(c4ccc(Cl)c(Cl)c4)CC3)c2cc1Cl	-3%	?	8%	10%	2%	0%	-4%	14%	/
CC(C)[C@H](NS(=O)(=O)c1ccccc1)C(=O)Nc1ccccc1N1CCOCC1	0%	12%	-20%	3%	2%	7%	-17%	8.2µM*	-2%
CC(=O)Nn1cc2c(=O)n(C)c(=O)n(C)c2c1	4%	-12%	6%	8%	10%	7%	-8%	0%	-6%
Cc1ccc(S(=O)(=O)N2CCOCC2)cc1C(=O)NC1=NCCS1	1%	17%	7%	1%	12%	15%	5%	0%	-5%
CCN(CC)C(=O)c1cn(CCC#N)nc1-c1ccc(F)cc1	-1%	-30%[9.22 µM]	1%	1%	-2%	15%	15%	-9%	-3%
COc1cc(/C(C)=N/NC(=O)Cc2c(C)[nH][nH]c2=O)ccc1O	-10%	21%	20%	13%	18%	0%	1%	-2%	/
CSc1nsc(SCc2ccc(Cl)cc2)n1	-2%	-1%	6%	9%	7%	0%	-7%	24%	0%
N#CC1=C(C2CC2)CC(c2ccccc2)C(C#N)=C1N (configuration not stated)	0%	-2%	36%[activator]	-21%	-1%	-25%	0%	23µM*	3%
Cc1cc(=O)oc2cc(OCC(=O)OCC(=O)Nc3ccccc3Br)ccc12	-1%	-31%	-21%	-5%	2%	-8%	18%	2%	?
COc1c(C)cc(Br)cc1C(=O)NC(=S)Nc1ccc(Cl)c(C(=O)O)c1	1%	1%	-7%	-17%	-19%	-15%	4%	1%	8%
Cc1cccc(C)c1NC(=O)CN1CCN(C(=O)C2CCC2)CC1	11%	-6%	1%	9%	10%	22%	4%	12%	-60%[inhibitor]
COc1ccc(C2C3=C(CC(C)(C)CC3=O)Oc3ncn4nc(-c5ccccc5)nc4c32)cc1 (configuration not stated)	10%	0%	7%	16%	-5%	-7%	1%	4%	-18%
COC(=O)c1c(NC(=O)COc2ccc(Cl)cc2)sc2c1CC(C)(C)NC2(C)C	-6%	-13%	?	-10%	2%	?	-13%	?	?
CC(=O)Nc1ccc(NC(=O)CSc2ccc(-c3ccc4c(c3)OCO4)nn2)cc1	14%	11%	22%	12%	13%	-11%	-17%	-14%	-4%
COc1ccc(-c2cc(=O)oc3cc(OC(C)C(=O)NCc4ccccn4)ccc23)cc1 (configuration not stated)	18%	9%	24%	-6%	-1%	-1%	2%	2%	0%
Cc1cc(C(F)(F)F)cc(NNC(=O)NC(=O)c2c(F)cccc2Cl)n1	20%	-6%	11µM*	-18%	-12%	1%	-1%	-11%	-2%

Full records, looked up by structure. Order of values: GLP1R ag	TDP43 rescue	GLP-1R inv ag	HT1080 IDH1KD tx	HT1080-NT tox	KB-3-1 cytotox	HEK293 tox	KB-V1 cytotox	SW480 rereplic
Results for CCCC(=O)Nc1cccc(NC(=O)c2cccc([N+](=O)[O-])c2C)c1 = 0%	-11%	?	11%	4%	27%	-8%	?	-5%
Results for Cc1ccc(S(=O)(=O)N2CCOCC2)cc1C(=O)NC1=NCCS1 = 1%	17%	7%	1%	12%	15%	5%	0%	-5%
Results for Oc1ccccc1-c1nc(NCc2ccco2)c2ccccc2n1 = -9%	?	-19%	-26%	-25%	3%	-3%	12%	11%
Results for Cc1cc(C(F)(F)F)cc(NNC(=O)NC(=O)c2c(F)cccc2Cl)n1 = 20%	-6%	11µM*	-18%	-12%	1%	-1%	-11%	-2%

Further entries
SMILES	GLP1R ag	TDP43 rescue	GLP-1R inv ag	HT1080 IDH1KD tx	HT1080-NT tox	KB-3-1 cytotox	HEK293 tox	KB-V1 cytotox	SW480 rereplic
CC(C)CCN1C(=O)c2cccc3c(N)ccc(c23)C1=O	21%	?	?	-30%	-18%	1%	443%[activator]	-22%	23µM*
O=C(NCc1cccnc1)c1ccc2c(c1)OCO2	-11%	-8%	16%	2%	-2%	1%	-4%	3%	-3%
O=C(O)/C=C/c1ccc(S(=O)(=O)N2CCCCCC2)cc1	-1%	-3%	13%	1%	7%	-14%	-5%	9%	-9%
Cc1nc(-c2ccccn2)nc(SCC(=O)c2ccccc2)c1Cl	17%	18µM*	?	?	?	-2%	?	?	-10%
NC(=O)CS(=O)(=O)c1nc2ccccc2n1Cc1ccccc1F	2%	14%	17%	-8%	-4%	?	18%	?	-2%
Cc1ccc(CCNC(=O)CS(=O)Cc2nc(-c3ccccc3C)oc2C)cc1 (configuration not stated)	/	?	?	/	/	-3%	4%	0%	/
CCOc1cc(CNCc2ccccn2)ccc1OCC(=O)NC1CCCCC1	23%	-16%	-15%	-15%	1%	0%	-6%	-28%	-1%
CC(=O)N1CCc2c(sc(NC(=O)C3CCCCC3)c2C(N)=O)C1	1%	?	31%[activator]	8%	14%	-5%	-1%	?	-5%
CC(C)n1c(C(=O)OCC(=O)NCc2ccc3c(c2)OCO3)cc2occc21	16%	?	-1%	7%	13%	-3%	?	8%	16%
COc1ccc(CCNC(=O)CN(C)S(=O)(=O)c2ccc3c(c2)CCC(=O)N3)cc1OC	-3%	-7%	2%	-12%	-1%	-18%	0%	-10%	-2%
